# Bioassay records as filed in PubChem BioAssay.
# RMI-FANCM inh: disruptors of RMI1/RMI2 association with MM2 peptide – biochemical, fluorescence polarization, human, primary screen; RMI core complex (RMI1/RMI2) binding to FANCM MM2 peptide, human; RMI core complex with F-MM2 peptide; stronger effect = lower value; FP signal (polarization) at 33 µM; hit rate 0.58% among 70,000; AID 1159607, 2016; in the data active = FP signal below about 40; note: inactives centre near 61; strong numbers were not always called active; unit not given here
# Numbers without * were called inactive; & = joins results of further samples.
cpd	structure	RMI-FANCM inh
1	COc1ccc(-c2coc3c(OC)c(OC)cc(O)c3c2=O)cc1	59
2	Clc1ccccc1N=c1oc2ccc(Br)cc2cc1-c1nc2ccccc2[nH]1	55
3	CSc1nc(N2CCCCC2)c2cnn(CCN)c2n1	84
4	CN(C(=O)COc1ccc([N+](=O)[O-])cc1)C1CCS(=O)(=O)C1 (stereo unspecified)	54
5	CC(C)c1ccc(/C=C2\SC(=S)N(CCC(=O)NC3C=CS(=O)(=O)C3)C2=O)cc1 (stereo unspecified)	62
6	Cc1ccc(C)c(NC(=O)c2cccc(S(C)(=O)=O)c2)c1	52
7	COc1ccc(C(=O)NCCN2CCn3cc(OCc4ccccc4)c(=O)cc3C2=O)cc1	64
8	Cc1ccc([N+](=O)[O-])cc1S(=O)(=O)Nc1ccc(-c2cn3c(n2)SCC3)cc1	56
9	CC(C)n1cc(-c2nc(C(=O)NN)cs2)c(=O)n(Cc2ccccc2)c1=O	56
10	COc1ccccc1OCC(=O)NCC1CCN(C(C)C)CC1	72
11	O=C(CC(C(=O)c1cccnc1)c1ccc2c(c1)OCO2)c1ccc(Cl)cc1 (stereo unspecified)	56
12	Cc1ccc(Cc2nnc(NC(=O)c3ccc(S(C)(=O)=O)cc3)o2)c(C)c1	56
13	COc1cccc(CSc2nc(CC(=O)NCc3ccccn3)cc(=O)[nH]2)c1	62
14	Cc1ccc(Cl)cc1NC(=O)CSc1nc2c(sc(=S)n2-c2ccccc2)c(=O)[nH]1	60
15	Cc1[nH]c2ccccc2c1C(=O)C(=O)NCc1cc(-c2cccs2)on1	72
16	COC(=O)c1ccc(NC(=O)CCCn2nc(-c3ccc(C)cc3)ccc2=O)cc1	76
17	O=C(NCCCc1ccccc1)C1(c2cccs2)CCCC1	60
18	O=C(O)c1ccccc1SC(C[N+](=O)[O-])c1ccc2ccccc2c1 (stereo unspecified)	49
19	O=C(Nc1nnc(-c2cc(Cl)sc2Cl)o1)c1ccc2c(c1)OCO2	72
20	CCCN/C(C)=C(/C(=O)OCC)C(=S)Nc1ccc(OCC)cc1	58
21	CNC(=O)c1c(NC(=O)CS(=O)(=O)c2ccc(F)cc2)sc(C)c1C	53
22	Cc1c(NC(=S)Nc2ccc3c(c2)OCO3)c(=O)n(-c2ccccc2)n1C	59
23	O=C(Nc1ncc(Cc2ccccc2)s1)c1cccc([N+](=O)[O-])c1	93
24	COc1ccc(-c2cc(=O)n(CC(=O)NCc3cccs3)cn2)cc1	70
25	COc1cccc(-c2csc(-n3nc(C)cc3NC(=O)c3ccccc3Br)n2)c1	83
26	CCOC(=O)c1csc(NC(=O)c2cc(C)on2)n1	56
27	O=[N+]([O-])c1ccc(/C=N\OCc2cc(Cl)sc2Cl)cc1	57
28	CCCCOC(=O)NC(NN1CCN(C)CC1)(C(F)(F)F)C(F)(F)F	65
29	COC(=O)CC/C(=N\Nc1ccc([N+](=O)[O-])cc1[N+](=O)[O-])c1ccc(C)cc1	49
30	COCC(=O)NCCn1ncc2c(N3CCOCC3)ncnc21	66
31	Cc1cccc(NC(=O)c2ccc(/C=C3/SC(=S)N(C)C3=O)cc2)n1	53
32	CCOC(=O)c1cc2c(=O)n3ccccc3nc2n(Cc2ccccc2)c1=NC(=O)c1cccc(OC)c1OC	57
33	CCOC(=O)c1c(-c2ccccc2)csc1NC(=O)CCSc1nnc(C)s1	87
34	O=C(/C=C/c1ccc([N+](=O)[O-])s1)N1CCN(c2ccccc2)CC1	59
35	O=C(c1ccccc1)c1nccc2ccccc12	55
36	C#CCn1c(=NC(=O)c2nc3ccccc3s2)sc2cc(NC(C)=O)ccc21	-7
37	Cc1cc(NC(=O)CSc2nc3[nH]ncc3c(=O)[nH]2)no1	53
38	CCSc1nc2c(c(=O)[nH]1)C(c1cccs1)C(C(=O)OC)=C(C)N2 (stereo unspecified)	94
39	COc1ccccc1-n1ncc2c(C)nnc(SCC(=O)Nc3ccc(Cl)cc3)c21	68
40	O=C(O)CC1(CC(=O)Nc2ccc3c(c2)C(=O)OC3)CCCCC1	55
41	COc1ccc(Cl)cc1NC(=O)CSc1nc2[nH]ncc2c(=O)[nH]1	56
42	O=C(CS(=O)(=O)Cc1ccccc1)Nc1ccc2c(c1)C(=O)NC2=O	52
43	Cc1cc(C)nc(NC=C2C(=O)OC(C)(C)OC2=O)n1	51
44	CCn1c(=NC(=O)c2ccc(Cl)s2)sc2cc(F)ccc21	64
45	CCOc1ccc(-c2cn3c(CC(=O)Nc4ccc(OC)cc4OC)csc3n2)cc1	63
46	CCN1C(=O)/C(=C\c2ccc([N+](=O)[O-])o2)SC1=S	121
47	CC(C)(C)c1cc(Br)ccc1OCC(=O)Nc1ncn[nH]1	68
48	O=C(NCC1CCN(C2CCCC2)CC1)C1CCCCC1	75
49	CCOC(=O)C1=C(C)NC(=O)NC1c1ccc(CN2C(=O)c3ccccc3C2=O)o1 (stereo unspecified)	53
50	COc1ccc(S(=O)(=O)CC(=O)Nc2nnc(-c3ccno3)o2)cc1	52
51	O=C(CS(=O)(=O)c1ccc2c(c1)S(=O)(=O)N=CN2)N1CCN(c2ccc(F)cc2)CC1	59
52	CCSc1nnc(NC(=O)CSc2nnc(CNC(=O)c3cccc([N+](=O)[O-])c3C)n2-c2ccc(F)cc2)s1	61
53	COc1cccc(-c2csc(-n3nc(C)cc3NC(=O)c3ccc(C)c([N+](=O)[O-])c3)n2)c1	72
54	O=C(CN1CCN(c2ccc(C(F)(F)F)cn2)CC1)NCc1ccc2c(c1)OCO2	50
55	O=C(Cc1ccc(-n2c(=O)c3ccccc3n(Cc3ccccc3)c2=O)cc1)N1CCCCCC1	67
56	O=C1c2cccc3cccc(c23)C(=O)N1CCN1CCN(CC(O)COc2ccc(Cl)cc2Cl)CC1 (stereo unspecified)	55
57	NC(=O)C1CCN(c2ccc3cccc(OCc4c(F)cccc4Cl)c3n2)CC1	61
58	COc1ccc(Cl)cc1C(=O)NCC(c1ccsc1)N1CCOCC1 (stereo unspecified)	74
59	Cc1ccc(C)c(-c2csc(NC(=O)c3ccc(N(C)C)cc3)n2)c1	53
60	Cc1ccc(S(=O)(=O)Nc2nc(CC(=O)NCc3cccs3)cs2)cc1	56

# The listing continues:
cpd	structure	RMI-FANCM inh
61	COc1c(C(=O)Nc2nnc(C3CC3)s2)csc1Cl	57
62	c1c2c(cc3sc(N4CCOCC4)nc13)OCO2	62
63	O=C(Nc1cccc(F)c1)c1csc(Nc2ccccc2)n1	63
64	Cc1csc(CN2CCN(C(=O)C(C)(C)Oc3ccc(Cl)cc3)CC2)n1	62
65	CCOC(=O)c1c(NC(=O)CN2C(=O)c3ccccc3C2=O)sc2c1CCCC2	74
66	CN(c1ccccc1)S(=O)(=O)c1ccc(C(=O)Nc2nc(-c3cc(Cl)sc3Cl)cs2)cc1	56
67	Cc1nc2ccc(Br)cc2c(-c2ccccc2)c1C1=NN(C(=O)c2ccc(Br)o2)C(c2ccc(Br)cc2)C1 (stereo unspecified)	61
68	CCN1CCCc2cc(CCNC(=O)NC(C)(C)C)ccc21	65
69	O=C(NCCOc1ccc(-c2ccco2)nn1)C1c2ccccc2Oc2ccccc21	58
70	COc1ccc(N2CCN(C(=O)c3ccccc3C(F)(F)F)CC2)nn1	65
71	COc1ccc(-c2cn3c(C(=O)Nc4cccc(C)n4)csc3n2)cc1	64
72	COc1ccc(NC(=O)NCCn2ncccc2=O)cc1OC	62
73	COc1ccccc1NC(=O)c1ccc(CSc2nc(C)cc(=O)[nH]2)cc1	61
74	OC(c1ccc(Br)cc1)C1CC1 (stereo unspecified)	56
75	CC1(C)CC[C@@]2(C(=O)O)C(C1)C1=CCC3[C@@]4(C)CC[C@H](O)C(C)(C)C4CC[C@@]3(C)[C@]1(C)C[C@@H]2O (stereo partly specified)	56
76	COc1ccc(CCS(=O)(=O)NCC(c2cccn2C)N2CCCC2)cc1 (stereo unspecified)	65
77	O=C(/C=C/c1ccco1)NC(=S)Nc1ccc(S(=O)(=O)N2CCc3ccccc32)cc1	73
78	CCCCCC/C=N\Nc1ccc([N+](=O)[O-])cc1[N+](=O)[O-]	53
79	COCCN1CCCc2ccc(NS(=O)(=O)c3ccc(C(C)(C)C)cc3)cc21	61
80	Cc1ccc(-c2csc3nc(C)n(N)c(=O)c23)o1	72
81	COC(=O)[C@]1(C)CC[C@]2(C)CC[C@]3(C)C4=CCc5c(cc(OC(C)=O)c(OC(C)=O)c5C)[C@]4(C)CC[C@@]3(C)C2C1 (stereo partly specified)	58
82	CCOc1cc(-c2nnc(NC(=O)c3cc([N+](=O)[O-])cc([N+](=O)[O-])c3)o2)cc(OCC)c1OCC	63
83	COC(=O)c1c(C)oc(C)c1S(=O)(=O)NC(C)(C)C	54
84	COc1ccc(-c2csc(NC(=O)c3cc(C)on3)n2)cc1	53
85	COc1ccc(Nc2nc(N3CCCCCC3)nc3nccnc23)cc1	61
86	CCOC(=O)c1c(-c2ccc(C)o2)csc1NC(=O)CN1CCCCC1C (stereo unspecified)	80
87	CCc1nnc(NC(=O)CSc2nc(N)c(NC(=O)c3ccc(OC)cc3)c(=O)[nH]2)s1	72
88	CC(C)n1c(N)c2ccccc2nc1=O	72
89	CC(Oc1ccc2c(c1)OCO2)C(=O)NCCOc1ccccc1 (stereo unspecified)	61
90	O=C(c1cccs1)N1CCc2ccc(NS(=O)(=O)c3ccc(F)cc3F)cc21	69

# 7 compounds already listed, sorted by their value in RMI-FANCM inh, highest first:
cpd	structure	RMI-FANCM inh
77	O=C(/C=C/c1ccco1)NC(=S)Nc1ccc(S(=O)(=O)N2CCc3ccccc32)cc1	73
87	CCc1nnc(NC(=O)CSc2nc(N)c(NC(=O)c3ccc(OC)cc3)c(=O)[nH]2)s1	72
90	O=C(c1cccs1)N1CCc2ccc(NS(=O)(=O)c3ccc(F)cc3F)cc21	69
71	COc1ccc(-c2cn3c(C(=O)Nc4cccc(C)n4)csc3n2)cc1	64
72	COc1ccc(NC(=O)NCCn2ncccc2=O)cc1OC	62
89	CC(Oc1ccc2c(c1)OCO2)C(=O)NCCOc1ccccc1 (stereo unspecified)	61
75	CC1(C)CC[C@@]2(C(=O)O)C(C1)C1=CCC3[C@@]4(C)CC[C@H](O)C(C)(C)C4CC[C@@]3(C)[C@]1(C)C[C@@H]2O (stereo partly specified)	56

# More entries:
cpd	structure	RMI-FANCM inh
91	O=[N+]([O-])c1cc(Br)c(Oc2cncc(Cl)c2)cc1Oc1cncc(Cl)c1	55
92	CC(C)NC(=O)C1(c2cccs2)CCCC1	60
93	COc1ccc(C(O)c2cc(C(F)(F)F)cc(C(F)(F)F)c2)cc1OC (stereo unspecified)	46
94	O=C(NCCCN1CCCC1=O)C(=O)Nc1nccs1	48
95	CC(C)Sc1nc(-c2ccccc2Cl)nc2c1c(=O)n(C)c(=O)n2C	78
96	FC(F)(F)c1cccc(CSC2=NCCCN2)c1	56
97	COc1ccc(C(=O)CC(=O)O)c2c1C=CC(C)(C)O2	55
98	COc1ccc(NC(=O)Cn2c(=O)c(CNc3ccccc3)cc3ccc(C)cc32)cc1Cl	62
99	CCOC(=O)N1CCC(=NNc2ccc([N+](=O)[O-])cc2[N+](=O)[O-])CC1	52
100	Cc1ccc(C#N)c(SCc2ccc(C#N)cc2)n1	114
101	CC(=O)c1cccc(NC(=O)CSc2ncc(S(=O)(=O)c3cccs3)c(N)n2)c1	70
102	Cc1cc(=O)[nH]c(SCC(=O)c2ccc3c(c2)OCO3)n1	61
103	Cc1ccc(C)c(C(O)=C2C(=O)C(=O)N(CCN3CCOCC3)C2c2ccccc2F)c1 (stereo unspecified)	45
104	O=C(CS(=O)(=O)c1ccc(Cl)cc1)Nc1ccc2c(c1)C(=O)NC2=O	51
105	CSc1nnc(SCc2nc(-c3ccc(Cl)cc3)cs2)s1	53
106	O=C(Cn1c(=O)n(Cc2cccs2)c(=O)c2ncccc21)NCc1ccccc1Cl	78
107	CCC(C)n1c(=O)c2ccccc2n(Cc2nc(-c3ccccc3)no2)c1=O (stereo unspecified)	64
108	O=C(/C=C/c1ccc(O)c(O)c1)O[C@@H]1C[C@](O)(C(=O)O)C[C@@H](O)[C@H]1O	58&78
109	COc1ccccc1NC(=O)c1oc2ccccc2c1N	70
110	Cn1nc(-c2cccc(NS(=O)(=O)c3ccc4c(c3)OCCO4)c2)ccc1=O	49
111	Cc1nc(COc2ccc(/C(N)=N\O)cc2)cs1	55
112	O=[N+]([O-])c1ccc(S(=O)(=O)c2ccccc2)cc1O	62
113	COc1cc(C(=O)Nc2cc3ccccc3cc2NC(=O)c2cc(OC)c(OC)c(OC)c2)cc(OC)c1OC	65
114	CC(C)(C)c1ccc(OCC(=O)Nc2ccc3c(c2)N(C(=O)C2CC2)CC3)cc1	78
115	CCOC(=O)c1sc(N)cc1C	61
116	CCCc1nc(N)ncc1C(=O)OCC	57
117	Cc1ccc(N(Sc2ccc(Cl)cc2)C2C=CS(=O)(=O)C2)cc1 (stereo unspecified)	63
118	CC1=C(C#N)C(c2cccs2)C(C#N)=C(C)N1	61&57
119	COCCn1c(=NC(=O)c2ccc(C(C)=O)cc2)sc2cc(NC(C)=O)ccc21	114
120	CCOc1cn2c(cc1=O)C(=O)N(CCNC(=O)c1cc(OC)c(OC)c(OC)c1)CC2	64
121	COc1ccc(C(=O)O/N=C(\c2cccs2)C(C)(C)C)cc1	64
122	O=C(NCCn1ncc2c(=O)n(Cc3ccc(Br)cc3)cnc21)c1ccc(C(F)(F)F)cc1	78
123	CCOC(=O)c1cc(C#N)c(=S)[nH]c1C	58
124	COc1ccc(Oc2ccc([N+](=O)[O-])c3nonc23)cc1	4*
125	O=C(Cc1ccc(Cl)s1)Nc1nc2ccccc2s1	76
126	CCOC(=O)c1csc(NC(=O)c2cc(C)nn2CC)n1	68
127	Cc1cc(C)c2c(n1)sc1c(=O)n(C)cnc12	54
128	CCOc1ccc(CC(=O)Nc2c3c(nn2C(C)(C)C)CSC3)cc1	58
129	CCN1C(=O)Cc2cc(NC(=O)c3cccs3)ccc21	69
130	CN1CCN(c2ccnc(SCc3nc4ccccc4[nH]3)n2)CC1	68

# Random excerpt: two records from the list, in no set order.
cpd	structure	RMI-FANCM inh
129	CCN1C(=O)Cc2cc(NC(=O)c3cccs3)ccc21	69
122	O=C(NCCn1ncc2c(=O)n(Cc3ccc(Br)cc3)cnc21)c1ccc(C(F)(F)F)cc1	78

# Some of the compounds tested. The share of hits here may be higher or lower than overall.
